Tb MetRS inh: Trypanosoma brucei MetRS inhibition | purified T. brucei MetRS, ATP depletion, Kinase-Glo luminescence | inhibition, % at 11.9 µM | hit rate 0.4% among 360,000 | AID 624268;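 active = inhibition above a per-plate cutoff of the control wells' mean inhibition plus 3 SD, cut at about 5.5% in these data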;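 also: 0% = DMSO wells median and 100% = median of wells with control inhibitor compound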
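Assay system: T. brucei methionyl-tRNA synthetase, purified | Medium: HEPES buffer with MgCl2, KCl, DTT, spermine, BSA, pyrophosphatase | Compound: 11.9 µM single point | Incubation: 15 min enzyme-compound preincubation, 2 h reaction, 10 min detection, 25 °C | Measured by: Kinase-Glo luciferase luminescence reporting remaining unconsumed ATP | Measure: % inhibition normalized to control-well medians | Replication: Singlicate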
DNMT1 block: blocks human DNA methyltransferase DNMT1; P26358; DNMT1 molecular beacon, Hinp1I cleavage, fluorescence; inhibition (reported as % activation of signal), % at 10 µM; hit rate 0.83% among 360,000; AID 588458; in the data active = inhibition above about 50%
LMPTP block: LMPTP (human) inhibition | recombinant LMPTP-A, OMFP fluorogenic substrate, fluorescence intensity | hit rate 0.22% among 360,000 | AID 651560 | inhibition, % at 20 µM;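 active = compounds that cut the enzyme signal by at least half of the control window in the single-dose screen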;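 also: plate controls were DMSO wells with enzyme plus substrate for no effect and substrate without enzyme for full effect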
Target sequence (P24666 whole entry, looked up): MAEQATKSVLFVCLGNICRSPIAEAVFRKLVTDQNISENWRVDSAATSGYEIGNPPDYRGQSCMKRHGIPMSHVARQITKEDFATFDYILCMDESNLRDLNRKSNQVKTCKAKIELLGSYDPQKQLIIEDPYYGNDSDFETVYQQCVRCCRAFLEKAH
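Material: LMPTP-A; amount: 0.625 nM enzyme; doses: single 20 µM dose; times: reaction 50 min, room temperature, dark; technique: fluorescence intensity of OMFP turnover product; benchmarks: no-enzyme and uninhibited controls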
MsrA act: activators of bovine methionine sulfoxide reductase A; purified bovine MsrA, absorbance read-out; hit rate 0.3% among 360,000; activation, % at 10.6 µM; in the data active = activation above about 7.5%;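 also: 0% = vehicle and 100% = reference activator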
MsrA inh: inhibits bovine methionine sulfoxide reductase A | purified bovine MsrA, absorbance read-out | inhibition, % at 15.5 µM | hit rate 0.75% among 360,000; in the data active = inhibition above about 4.5%;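 also: 0% = vehicle wells with enzyme and 100% = reference inhibitor wells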
Scp-1 inhibitor: blocks human Scp-1 phosphatase activity | inhibition, % at 20 µM | Q9GZU7 | AID 493091 | hit rate 0.88% among 340,000 | Recombinant Scp1, phosphopeptide, malachite green phosphate absorbance;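 active = inhibition above about 50% at 20 µM, limit read from the data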;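 also: plate controls were DMSO wells with enzyme for no effect and wells lacking enzyme for full effect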
Target sequence (Q9GZU7 76-261 limits assumed): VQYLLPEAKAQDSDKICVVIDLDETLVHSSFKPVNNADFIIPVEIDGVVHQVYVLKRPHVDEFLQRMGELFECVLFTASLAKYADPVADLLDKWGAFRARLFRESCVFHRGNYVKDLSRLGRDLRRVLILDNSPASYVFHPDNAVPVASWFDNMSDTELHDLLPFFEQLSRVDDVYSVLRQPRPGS
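Times: enzyme reaction 45 min at room temperature, colour 5 min, stabilisation 30 min. Material: SCP-1 catalytic fragment, aa 76-261. Medium: Acidic Tris acetate buffer with magnesium and detergent. Signal: colorimetric free-phosphate detection, absorbance 630 nm. Read-out basis: % inhibition of SCP-1 phosphate liberation. Reagent: Phosphorylated 17-residue peptide substrate.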
SUMO1-SIM PPI: alters human SUMO1 binding to SIM partners | P63165 | SUMO1 binding to a labelled peptide, TR-FRET, 1 h | inhibition, % at 20 µM | hit rate 0.33% among 360,000 | AID 602429; in the data active = inhibition above about 37%
Target sequence (P63165 whole entry, looked up): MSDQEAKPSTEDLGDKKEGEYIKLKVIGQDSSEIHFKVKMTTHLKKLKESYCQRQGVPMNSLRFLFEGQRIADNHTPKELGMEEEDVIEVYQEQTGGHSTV
STEP block: inhibitors of human striatal-enriched phosphatase STEP | P54829 | recombinant STEP, OMFP fluorogenic substrate, fluorescence | inhibition, % at 20 µM | hit rate 0.25% among 360,000 | AID 588621;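 active = inhibition at 20 µM, scaled per plate between control wells, above about 37%, limit read from the data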;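 also: 0% = DMSO with enzyme and substrate and 100% = substrate only without enzyme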
Target sequence (P54829 whole entry, looked up): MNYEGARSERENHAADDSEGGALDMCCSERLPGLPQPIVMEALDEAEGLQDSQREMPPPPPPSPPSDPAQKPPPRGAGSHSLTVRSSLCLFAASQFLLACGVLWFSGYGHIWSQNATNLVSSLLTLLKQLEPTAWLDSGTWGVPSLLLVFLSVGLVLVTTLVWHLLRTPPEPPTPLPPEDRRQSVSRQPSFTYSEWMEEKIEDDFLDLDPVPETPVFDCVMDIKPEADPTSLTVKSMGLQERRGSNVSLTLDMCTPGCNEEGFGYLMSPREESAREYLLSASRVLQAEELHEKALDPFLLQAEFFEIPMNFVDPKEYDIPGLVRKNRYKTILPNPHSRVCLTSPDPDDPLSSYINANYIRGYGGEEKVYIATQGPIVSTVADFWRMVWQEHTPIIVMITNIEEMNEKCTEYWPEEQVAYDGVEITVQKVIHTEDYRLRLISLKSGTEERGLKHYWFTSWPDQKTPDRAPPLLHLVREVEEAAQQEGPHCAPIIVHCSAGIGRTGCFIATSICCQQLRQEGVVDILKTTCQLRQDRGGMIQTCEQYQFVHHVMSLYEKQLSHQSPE
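Assay system: isolated STEP enzyme / Timing: 20 min at room temperature, dark / Doses: 20 µM, 1% DMSO / Technique: fluorescence intensity, excitation 480 nm, emission 540 nm / Reagent: fluorogenic phosphatase substrate OMFP at 25 µM final / Measure: percent inhibition scaled to no-enzyme and uninhibited-enzyme controls, plate-pattern corrected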
NRP1-CendR mod: alters CendR peptide binding to human NRP-1; FAM-RPARPAR peptide binding to NRP-1, fluorescence polarization; inhibition, % at 25 µM; AID 602438; hit rate 0.85% among 360,000; O14786;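 active = inhibition or corrected inhibition above about 18%, plus a signal ratio from 0.5 to 1.5, limit read from the data, passing the limit was not always enough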; also: strong numbers were not always called active
eLon inh: inhibitors of E. coli Lon protease | P0A9M0 | purified E. coli Lon protease, fluorescence polarization | inhibition, % at 7.94 µM | hit rate 0.42% among 360,000; in the data active = inhibition above about 13%, passing the limit was not always enough;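 also: 0% = enzyme with probe and DMSO and 100% = no enzyme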
Starred values were filed as active, the others as inactive; . = no result given. Rows are unselected. Share with any hit: about 4.3%.

SMILES	Tb MetRS inh	DNMT1 block	LMPTP block	MsrA act	MsrA inh	Scp-1 inhibitor	SUMO1-SIM PPI	STEP block	NRP1-CendR mod	eLon inh
COc1ccccc1C(c1nnnn1CCc1ccccc1)N1CCCCCC1 (stereo not drawn)	-0.2	3.9	0.7	-1.5	0.3	-4.8	4.1	1.3	-1.3	-2.3
O=C(CN1CCCCCCC1)N/N=C/c1ccccc1F	-0.1	-1.1	-1.5	-4.4	0.0	-9.6	-0.2	-2.4	-13.6	-7.2
COCC(C)NC(=O)c1cc(-c2ccccc2OC)on1 (stereo not drawn)	-0.3	0.5	-1.6	0.1	0.8	-1.1	0.1	-0.2	-6.1	-4.3
CCOC(=O)CSC1=C(C#N)C(c2ccc(Cl)cc2)CC(=O)N1 (stereo not drawn)	0.0	0.9	0.9	-1.3	0.6	0.3	-3.0	-2.1	3.4	-5.5
COc1ccc(Cl)cc1S(=O)(=O)N1CCCC(C(=O)N2CCOCC2)C1 (stereo not drawn)	-0.7	-1.0	-0.5	-9.5	-1.5	0.9	2.8	-2.1	1.7	-9.7
Oc1c(Br)cc(CNC2CCCCC2)cc1Br	-0.1	4.4	-4.7	-0.8	-1.3	-7.7	1.6	-0.6	2.4	-8.8
O=C(CSc1nc(O)c(C2CCCCC2)c(=O)[nH]1)Nc1ccc(Cl)cc1	2.0	-1.5	-0.8	-12.2	-0.7	-18.7	-0.2	-1.0	1.8	2.0
COc1ccc(-n2cc(C#N)c(=O)[nH]c2=O)cc1	-1.1	-1.0	-1.0	-2.6	0.6	-6.4	3.4	-2.4	4.7	-1.0
Cc1ccnc(NC(=O)CNC(=O)c2ccc3ccccc3c2)c1	-0.3	-4.8	0.7	-2.1	-0.1	1.0	-10.4	0.9	14.0	-15.2
Cn1c(NC(=O)c2cc(-c3ccc4c(c3)OCO4)nc3ccccc23)cc(=O)n(C)c1=O	-1.3	-4.1	2.3	0.4	1.3	-4.3	4.3	-0.4	-0.6	4.6
COc1ccc(O)c(-c2cn[nH]c2-c2cccs2)c1	0.2	1.2	-0.8	0.2	-0.8	2.8	-0.3	0.7	2.8	-3.7
Cc1ccc(Nc2c(O)nc[nH]c2=O)cc1C	-0.3	-5.5	1.0	-1.4	1.6	1.9	-4.9	0.1	10.4	-3.5
Cc1ccc(C(=O)NCCC(=O)N2CCC3(CC2)NCCc2[nH]cnc23)cc1C	-0.4	2.6	-4.1	-3.1	0.8	-4.7	1.8	-0.3	14.7	-1.2
O=C(Nc1ccc2c(c1)OCCO2)C1CCCN(S(=O)(=O)c2cccnc2)C1 (stereo not drawn)	0.1	0.8	0.5	1.7	-0.7	-4.2	3.4	-3.1	-5.3	-3.1
Cc1ccc(S(=O)(=O)N2CC3(O)CN(C(=O)OC(C)C)N(C(=O)OC(C)C)CC3(OC(=O)Nc3c(C)noc3C)C2)cc1 (stereo not drawn)	-0.3	4.4	-1.8	-4.0	1.8	.	-1.3	0.1	-12.2	-2.7
O=C(CC1c2ccccc2C=C(c2ccsc2)N1c1ccc(-c2cccnc2)cc1)C1CC1 (stereo not drawn)	-0.2	.	5.8	-1.6	0.6	.	-3.2	.	-4.7	5.8
Cc1ccc(NC(=O)CN(C)C(=O)/C=C/c2ccc3c(c2)OCO3)cc1	1.0	2.3	-0.3	-5.8	2.6	-11.5	-15.6	2.7	-2.3	-7.0
Cc1cc(C)nc(SCC(=O)N2CCOCC2)n1	-0.5	1.1	0.4	-6.7	0.5	-3.0	3.1	0.7	9.8	-1.6
COc1cccc(Cn2cnc3c([N+](=O)[O-])c(C)c(C)cc32)c1	-0.4	3.4	0.7	-0.9	0.3	-3.2	-3.8	0.4	11.9	-2.5
CCC(C)(C)NC(=O)C(c1cccc(OC)c1OC)N(C(=O)CCC(=O)Nc1cc(C)on1)C(C)C (stereo not drawn)	-0.1	-0.5	-0.1	-3.0	-1.8	2.6	4.1	-1.1	-6.0	21.0*
C[C@H](O)[C@@H]1CN2CCc3c([nH]c4ccc(-c5ccc6c(c5)OCO6)cc34)[C@@H]2C[C@@H]1N(C)C(=O)NC1CCCCC1	-0.5	-3.4	5.7	-1.7	0.2	.	-7.3	1.3	0.9	-2.8
COC(=O)C1=C[C@@H](C(=O)OC)C2C3=C(C(=O)C24CCCCC4)[C@H](C)n2c(=O)n(C)c(=O)n2[C@@H]3C1 (stereo partly drawn)	-0.5	1.8	0.2	-1.4	0.5	-8.1	-2.7	-0.1	4.4	3.7
COc1ccc2nc(SCC(=O)c3ccco3)[nH]c2c1	0.2	1.0	0.6	0.2	-1.1	-7.2	2.2	3.3	6.9	2.4
CCN1C(=O)[C@H]2[C@@H](c3ccc(-c4ccc(C(C)=O)cc4)c(OC)c3)N[C@@](Cc3ccccc3)(C(=O)OC)[C@H]2C1=O	-0.2	-7.1	3.3	-2.4	1.1	-5.8	-6.6	-0.4	-6.4	13.5
C/C(=N/NC(=O)c1sc(=S)n(C)c1C)c1ccccc1	-0.1	-0.2	-2.2	-2.8	-0.4	-8.0	-5.3	1.8	-19.2	-3.4

The list goes on, starting with the last 3 of the part before.
SMILES	Tb MetRS inh	DNMT1 block	LMPTP block	MsrA act	MsrA inh	Scp-1 inhibitor	SUMO1-SIM PPI	STEP block	NRP1-CendR mod	eLon inh
COc1ccc2nc(SCC(=O)c3ccco3)[nH]c2c1	0.2	1.0	0.6	0.2	-1.1	-7.2	2.2	3.3	6.9	2.4
CCN1C(=O)[C@H]2[C@@H](c3ccc(-c4ccc(C(C)=O)cc4)c(OC)c3)N[C@@](Cc3ccccc3)(C(=O)OC)[C@H]2C1=O	-0.2	-7.1	3.3	-2.4	1.1	-5.8	-6.6	-0.4	-6.4	13.5
C/C(=N/NC(=O)c1sc(=S)n(C)c1C)c1ccccc1	-0.1	-0.2	-2.2	-2.8	-0.4	-8.0	-5.3	1.8	-19.2	-3.4
O=C(CCN1CCN(c2ccccc2)CC1)NNC(=S)Nc1ccccc1	-0.4	2.1	-0.7	12.7*	2.1	-5.6	3.1	-1.7	0.8	4.9
C(=N\Nc1ccc2nncn2n1)/c1ccco1	-0.4	1.1	-0.8	-5.6	2.8	-3.3	-15.4	-0.3	4.2	15.1
CC1C(O)=C(c2nc3ccccc3[nH]2)C(=N)N1c1ccccc1 (stereo not drawn)	0.1	-4.1	-0.4	-5.3	0.1	-1.5	2.8	1.2	4.5	-0.4
Cc1ccccc1Nc1nc(N2CCOCC2)nc(N2CCOCC2)n1	0.6	-0.9	-1.6	-2.3	1.0	-6.3	-1.5	-2.5	-5.8	5.0
O=C(CSc1nnc(SCc2ccc(Cl)cc2)s1)N1CCN(C(=O)c2ccco2)CC1	-0.6	-2.3	-0.7	-8.3	0.1	-3.6	3.7	2.1	-4.8	-2.8
CC(C)C[C@@H](CN1CCC[C@@H]1CN1C(=S)NC[C@@H]1Cc1ccccc1)N1C[C@H](Cc2ccc(O)cc2)N(CC2CCCCCC2)C1=S	0.1	-16.0	2.3	1.6	0.7	.	5.9	4.6	12.1	0.2
O=C1C(C=NCCCN2CCOCC2)=C(O)c2ccccc21	0.0	2.6	-7.7	-2.6	2.3	-2.2	-15.3	3.5	4.3	-9.4
Cc1ccccc1-c1ccc(CN2C(C)C(=O)N(Cc3cn(Cc4ccco4)nn3)CCS2(=O)=O)cc1 (stereo not drawn)	-0.6	-22.5	1.0	-6.2	-0.3	.	3.4	2.2	2.5	-5.4
CCN(CC)CCNC(=O)c1cccc(NC(=O)C(=O)c2ccccc2NC(C)=O)c1	-0.1	0.1	-2.6	-1.1	1.7	2.2	-6.6	0.3	-6.8	-25.2
C[C@H]1Cn2cnc(C(=O)NCC(=O)OC(C)(C)C)c2C(=O)N1	-0.2	2.2	-1.2	-0.3	-0.7	.	0.6	1.0	8.6	0.3
Cc1cc(C(=O)OCC(=O)N(C)C2CCS(=O)(=O)C2)c(C)n1-c1ccccc1 (stereo not drawn)	-1.1	-1.4	-0.7	5.4	1.5	-9.3	-1.8	1.3	5.4	-5.2
CC(C)NC(=O)/C(C#N)=C/c1cccc(NC(=O)c2ccccc2Cl)c1	0.4	-2.5	-0.1	0.5	0.2	-4.4	-9.9	-3.0	-3.9	-4.2
O=C(Nc1ccc2c(c1)OCO2)c1cc(C2CCCCN2C(=O)c2ccc(Cl)cc2)on1 (stereo not drawn)	-0.3	-2.3	-0.8	-4.0	0.9	.	-0.4	-2.1	10.3	-6.3
COC(=O)Cc1cc(=O)oc2cc(O)ccc12	-1.4	-0.8	-1.6	-6.4	4.1	-2.5	4.6	1.0	8.6	-7.4
O=C(CSc1nc2ccccc2s1)NCc1cc([N+](=O)[O-])ccc1O	-0.2	-3.0	0.6	-2.1	0.1	6.4	15.3	4.8	13.4	3.3
C/C(=N\NC(=O)c1cccc([N+](=O)[O-])c1)c1cccc(NC(=O)C2CC2)c1	-0.3	-1.5	-1.2	-1.5	0.4	-5.0	-18.2	-3.2	5.3	-1.4
Cc1nn(C)c(C)c1NC(=O)Nc1cccc(C(F)(F)F)c1	-0.3	2.0	-2.4	-1.9	0.8	4.6	-0.4	-3.9	14.7	-0.6
CCC(C)NC(=O)CSc1nnc(-c2ccoc2C)n1CC1CCCO1 (stereo not drawn)	0.2	-2.1	-0.1	0.8	0.7	5.2	-1.1	-1.4	-5.7	5.3
COc1cccc(C(c2c(O)nc(SC)n(C)c2=O)c2c(O)nc(SC)n(C)c2=O)c1	-0.5	-0.9	-0.1	-1.2	-1.0	-4.0	8.7	-2.0	-9.8	4.7
CN(C(=O)CSc1ccncc1)C1CCCN(Cc2ccccc2F)C1 (stereo not drawn)	-0.1	1.5	0.8	-0.7	0.9	-5.0	0.4	-0.5	8.6	-4.7
COc1ccc(CCNC(=O)COC(=O)CSc2ccc(C(N)=O)cc2[N+](=O)[O-])cc1OC	-0.4	1.4	0.1	-2.4	-0.1	-1.1	-22.9	1.3	7.9	0.0
COc1ccc(OC)c(/C=N/N(CCC#N)C2=NS(=O)(=O)c3ccccc32)c1	-0.7	-3.6	-0.5	7.9*	0.1	76.3*	2.0	-1.8	-5.1	1.0
COc1ccc(OC)c(-c2cc(C(=O)Nc3cc(C)n(Cc4ccc(Cl)cc4)n3)no2)c1	-1.0	-9.8	3.7	-1.1	0.1	-7.8	-0.6	-0.2	-10.1	1.1
COc1ccc(-c2csc(NC(=O)CN3C(=O)C4CC=CCC4C3=O)n2)cc1 (stereo not drawn)	0.0	-14.6	0.7	-2.7	0.9	-1.4	2.5	-0.7	-2.4	7.5

Screens deposited in PubChem BioAssay by several laboratories.
